Screening results as filed in PubChem BioAssay.
Apoferritin bind: qHTS Assay for Identification of Novel General Anesthetics. Potency, µM (doses to about 77.5 µM), without a hit: at the top dose activity change, negative = displacement, usual class: inhibitors. Ferritin light chain (Equus caballus), P02791. AID 485281, 2010. 350,000 tested, 0.074% active. apoferritin/1-aminoanthracene competitive binding, fluorescence; note: potency is the fitted concentration of half-maximal effect; % is set by controls: 0 for no effect and ±100 for the full control effect; nearly all actives have a fitted effect of over 20% in size
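In PBS, apoferritin at 10 uM is loaded with 1-AMA from a 50% saturated solution. After 10 min of compound exposure at ambient temperature, reduced 535 nm fluorescence indicates probe displacement.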
Pol iota inh: qHTS for Inhibitors of Polymerase Iota; DNA polymerase iota (Homo sapiens), Q9UNA4; Pol iota fluorescent replication assay, 10 min; Potency, µM (top dose mostly 115 µM), inactives show at the top dose activity, negative = inhibition, most hits filed as inhibitors; 390,000 tested, 1% active; AID 588590, 2011; note: potency is the fitted concentration of half-maximal effect
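Pol iota at 10 nM preincubated 15 min with compounds at room temperature; reaction started with fluorescent substrate, 50 nM final. Fluorescence read kinetically at 0 and 10 min; buffer-only wells as negative control.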
APE1 inh: qHTS Assay for Inhibitors of the Human Apurinic/apyrimidinic Endonuclease 1 (APE1); DNA repair nuclease/redox regulator APEX1 (Homo sapiens), P27695; 350,000 tested, 0.35% active; Potency, µM (highest dose often 65.8 µM), without a hit: at the highest dose activity change, negative = inhibition, usual class: inhibitors; recombinant APE1, TAMRA/BHQ-2 abasic DNA cleavage fluorescence;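 note: potency is the fitted concentration of half-maximal effect; plate controls were vehicle for no effect and reference inhibitor for full effect; nearly all actives have a fitted effect of over 55% in size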
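APE1 at 0.75 nM preincubated 15 min at room temperature with compound. Reaction then started with 50 nM double-stranded THF-abasic substrate labelled with TAMRA/BHQ-2, and 525/598 nm fluorescence read kinetically. Activity taken as third-minus-first read difference, normalized to DMSO and NSC13755 controls.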
ALOX12 inh: Primary qHTS assay for inhibitors of human arachidonate 12S-lipoxygenase (ALOX12): Round 2. Polyunsaturated fatty acid lipoxygenase ALOX12 (Homo sapiens), P18054. purified 12hLO, xylenol orange hydroperoxide absorbance. Potency, µM (titrated, usually from 108 µM), without a hit: at the top dose activity change, negative = inhibition, usual class: inhibitors. 580,000 tested, 1.1% active; note: potency is the fitted concentration of half-maximal effect; % is set by controls: 0 for no effect and ±100 for the full control effect
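Purified human 12hLO at 150 nM in 25 mM Hepes, 0.01% Triton X-100, pH 7.0, preincubated 15 min at room temperature with compound. Reaction started with 40 uM arachidonic acid, 30 min at room temperature. Hydroperoxide measured by Fe-xylenol orange, 573/405 nm absorbance ratio.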
POLK inh: qHTS for Inhibitors of Polymerase Kappa; purified Pol kappa, fluorescent DNA synthesis assay, 10 min; Potency, µM (titrated, usually from 107 µM), without a hit: at the highest dose activity, negative = inhibition, actives largely listed as inhibitors; 400,000 tested, 0.53% active; note: potency is the fitted concentration of half-maximal effect; % is set by controls: 0 for no effect and ±100 for the full control effect
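Fluorescent qHTS in 1536-well format: enzyme (10 nM) and compound sat 15 min at room temperature before 50 nM substrate (final) was added. Signal taken at 0 and 10 min; no-enzyme buffer wells were negative controls.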
Pol beta inh: qHTS Assay for Inhibitors of DNA Polymerase Beta | P06746 | Pol beta primer extension/strand displacement, fluorescence kinetic | Potency, µM (top dose mostly 114 µM), for inactives: top-dose activity change, negative = inhibition, actives largely listed as inhibitors | 340,000 tested, 1.3% active | AID 485314, 2010; note: potency is the fitted concentration of half-maximal effect; % is set by controls: 0 for no effect and ±100 for the full control effect
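Kinetic readout of DNA synthesis with strand displacement by Pol beta. Compound and 10 nM enzyme sit 15 min at room temperature; 50 nM substrate starts the reaction, read immediately and at 10 min.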
BLM inh: qHTS Assay for Inhibitors of Bloom's syndrome helicase (BLM). RecQ-like DNA helicase BLM (Homo sapiens), P54132. 350,000 tested, 0.2% active. AID 2528, 2010. Potency, µM (series often up to 56.1 µM), inactives show at the highest dose activity change, negative = inhibition, hits mostly inhibitors. recombinant BLM DNA unwinding, fluorescence dequenching;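 note: potency is the fitted concentration of half-maximal effect; plate controls were vehicle for no effect and no enzyme for full effect; nearly all actives have a fitted effect of over 35% in size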
Target sequence (P54132 whole entry, looked up): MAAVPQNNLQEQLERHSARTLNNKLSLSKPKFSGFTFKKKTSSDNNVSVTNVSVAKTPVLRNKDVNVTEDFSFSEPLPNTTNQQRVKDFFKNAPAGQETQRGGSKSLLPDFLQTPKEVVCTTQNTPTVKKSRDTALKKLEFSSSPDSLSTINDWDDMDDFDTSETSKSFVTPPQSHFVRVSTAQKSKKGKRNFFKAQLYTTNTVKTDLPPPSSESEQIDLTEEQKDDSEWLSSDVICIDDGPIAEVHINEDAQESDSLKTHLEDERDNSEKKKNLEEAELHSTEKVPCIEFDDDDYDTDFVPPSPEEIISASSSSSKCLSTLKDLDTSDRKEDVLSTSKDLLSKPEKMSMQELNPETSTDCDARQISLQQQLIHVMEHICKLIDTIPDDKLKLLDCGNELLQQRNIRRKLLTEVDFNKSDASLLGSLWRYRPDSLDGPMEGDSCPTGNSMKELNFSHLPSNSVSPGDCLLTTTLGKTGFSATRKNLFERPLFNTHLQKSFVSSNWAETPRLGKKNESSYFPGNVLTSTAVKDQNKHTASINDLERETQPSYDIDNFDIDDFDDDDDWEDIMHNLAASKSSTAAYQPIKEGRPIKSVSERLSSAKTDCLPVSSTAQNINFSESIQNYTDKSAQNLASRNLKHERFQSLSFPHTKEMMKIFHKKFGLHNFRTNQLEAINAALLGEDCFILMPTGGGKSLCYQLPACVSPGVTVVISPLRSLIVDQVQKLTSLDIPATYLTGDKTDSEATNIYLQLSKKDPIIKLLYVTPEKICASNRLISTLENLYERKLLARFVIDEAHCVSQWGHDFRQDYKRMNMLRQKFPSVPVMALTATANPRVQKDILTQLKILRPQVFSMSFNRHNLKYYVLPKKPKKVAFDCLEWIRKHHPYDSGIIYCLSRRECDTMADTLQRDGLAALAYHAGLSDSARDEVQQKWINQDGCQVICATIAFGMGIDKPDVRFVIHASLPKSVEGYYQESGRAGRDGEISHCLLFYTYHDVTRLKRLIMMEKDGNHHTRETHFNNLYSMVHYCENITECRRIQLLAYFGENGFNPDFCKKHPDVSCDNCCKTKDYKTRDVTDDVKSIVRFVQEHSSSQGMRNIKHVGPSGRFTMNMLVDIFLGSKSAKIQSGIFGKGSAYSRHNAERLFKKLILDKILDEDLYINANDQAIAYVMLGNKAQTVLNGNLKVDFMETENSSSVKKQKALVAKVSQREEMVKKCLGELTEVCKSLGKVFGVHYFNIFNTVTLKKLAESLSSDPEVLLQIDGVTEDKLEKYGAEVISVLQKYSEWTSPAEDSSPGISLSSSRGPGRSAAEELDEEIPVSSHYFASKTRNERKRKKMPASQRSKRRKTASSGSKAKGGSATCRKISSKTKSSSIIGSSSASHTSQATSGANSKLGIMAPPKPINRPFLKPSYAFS
ERG-DNA inh: qHTS for Small Molecule Inhibitors of the ERG Ets/DNA interaction | Potency, µM (top dose mostly 76.9 µM), inactives show top-dose FP activity, negative = inhibition, most hits filed as inhibitors | Transcriptional regulator ERG (Homo sapiens), P11308 | 370,000 tested, 0.028% active | AID 624246, 2012 | fluorescence polarization, His-ERG Ets domain / labelled DNA; active = well fitted inhibition curve with a large enough effect in the polarisation, with a control signal flat; inconclusive = small, poorly fitted or top-dose-only effect, or effect the other way, or a change in a side signal; inactive = no such curve, though single readings can be large or run the other way; the % refers to the polarisation;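 note: polarization taken with two DNA probes labelled with fluorescein and Texas red; potency is the fitted concentration of half-maximal effect; % of control where 0% means no effect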
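His-tagged ERG Ets domain (1 uM in the protein solution; 300mM KCl, 50mM Tris-HCl, 1mM EDTA, 1mM DTT, pH 7.5) received compound, then a probe mix of 5 nM fluorescein-DNA and 100nM Texas-615-DNA. Fluorescence polarization was read for both dyes.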
TRHR agonist: qHTS for Small Molecule Agonists and Allosteric Enhancers of Human TRH Receptor: Primary Screen for Agonists; Thyrotropin-releasing hormone receptor (Homo sapiens), P34981; TRHR cells, calcium flux fluo-8, FDSS agonist mode; activation, % at 2 µM; 360,000 tested, 0.18% active; in the data active = activation above about 30%; note: 0% is about no effect
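In this calcium-flux screen, cells bearing human TRHR are dye-loaded with fluo-8, baselined for 10 cycles, then exposed to library compounds; positive kinetic calcium responses during the agonist phase mark hits, with TRH as control.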
Starred values were filed as active, the others as inactive; ? = inconclusive; / = no result given; & = joins results of further samples; [ ] = another dose, or the depositor's remark. Unless noted, calls come from the whole dose curve; as a rule, active = well fitted curve in the direction sought with a large enough effect; inconclusive = small, poorly fitted or top-dose-only effect, or another doubt; inactive = no such curve, though single readings can be large; an effect the other way counts as inactive or inconclusive. The list is partial; count on the stated rates, not on these rows.

SMILES	Apoferritin bind	Pol iota inh	APE1 inh	ALOX12 inh	POLK inh	Pol beta inh	BLM inh	ERG-DNA inh	TRHR agonist
CCOc1ccc(N(CC(=O)N2CCN(Cc3ccccc3)CC2)S(C)(=O)=O)cc1	-7%	11%	-12%	9%	-5%	?	1%	8%	0.1
O=C(CNC(=O)c1nc[nH]c1C(=O)NCC(=O)OCc1ccccc1)OCc1ccccc1	-9%	-29%	-18%	-1%	-17%	7%	-11%	3%	-2.0
COc1ccc([N+](=O)[O-])cc1NC(=O)/C=C/C(=O)O	-5%	27%	3%	-12%	-4%	-11%	4%	5%	-0.3
O=C(CSc1nnnn1Cc1ccccc1)NCCc1ccccc1	-12%	22%	3%	0%	1%	3%	0%	8%	-0.1
O=C(/C=C/c1cn(CC(O)CN2CCCCCC2)c2ccccc12)c1ccccc1 (stereo not given)	-14%	11%	/	?	-5%	0%	0%	29%	5.3
O=C(O)/C=C/C(=O)Nc1ccc(Cc2ccc(NC(=O)/C=C/C(=O)O)cc2)cc1	-4%	90%[activator]	-1%	0%	-16%	1%	0%	-7%	0.3
Nc1nc(-c2ccc3ccccc3c2)c(C2(O)C(=O)Nc3c(Br)cc(F)cc32)s1 (stereo not given)	-14%	-11%[58.9 µM]	3%	20%	-8%	22%	-7%	8%	-0.7
COc1ccc(N2CC(C(=O)Nc3nnc(SCC(=O)N4CCOCC4)s3)CC2=O)cc1 (stereo not given)	4%	?	24%	-9%	-9%	1%	-7%	0%	1.0
Cc1ccc(C)c(N2CCN(C(=S)Nc3ccc4nc(N5CCN(C)CC5)cc(C)c4c3)CC2)c1	-5%	9%	3%	-25%	12%	12%	-3%	-14%	-0.3
CCCCOC(=O)N1CCOCCOCCOCC1	1%	3%	2%	140%[activator]	-16%	-2%	-1%	-6%	0.4
Cc1ccc(S(=O)(=O)NCC(=O)OCc2nnc(-c3ccccc3)o2)cc1C	-22%	4%	3%	13%	-11%	0%	-9%	-3%	-0.8
COc1ccc(-c2cc(CCCC(=O)NCCc3ccccc3)no2)cc1	-8%	-2%	-3%	11%	-14%	-2%	5%	-3%	-0.1
Cc1cc(NS(=O)(=O)c2ccc(N3C(=O)C4C5C=CC(C5)C4C3=O)cc2)nc(C)n1 (stereo not given)	5%	106%[activator]	-1%	3%	-4%	?	6%	6%	-0.4
CN(C)c1ccc(-n2c(CCC(=O)O)ccc2-c2ccccc2)cc1	-12%	-7%	/	-29%	-16%	21%	4%	2%	0.2
COc1ccc(OCCSc2ncccn2)cc1	-6%	-7%	2%	-20%	-4%	4%	-2%	8%	-0.5
O=C(CCC1CCCCC1)Nc1cc(Cl)ccc1N1CCOCC1	/	112%[activator]	-7%	-9%	-21%	/	/	-3%	0.2
COc1cccc(-c2cc(C(=O)NCCCn3ccnc3)c3ccccc3n2)c1	7%	9%	2%	1%	-10%	3%	-7%	-7%	0.2
CCc1cc[n+](/C(C(=S)Nc2cccc(C)c2)=C(/[O-])c2ccc(C)c([N+](=O)[O-])c2)cc1	-14%	-3%	-5%	?	-1%	0%	-3%	-3%	-0.2
O=C(NC1CC1)C1=C[C@@H](C2CC2)C[C@@H](OCc2ccc(CO)cc2)O1	-8%	?	0%	5%	15%	0%	-3%	1%	-0.2
CC(=O)c1n[nH]nc1Nc1nc(C)cc(C)n1	3%	-26%[58.9 µM]	-3%	?	-3%	6%	-3%	-2%	2.4
COc1cccc(C(Nc2ccccn2)c2c(NC(=O)c3ccco3)sc(C)c2C)c1 (stereo not given)	1%	5%	-1%	-3%&-28%	-6%	-10%	-9%	4%	0.9
CCOC(=O)c1ccccc1NC(=O)CSc1nnnn1C	-9%	2%	3%	279%[activator]	-12%	0%	2%	3%	-0.5
CCOc1cccc(CN2CCCC(C(=O)Nc3cccc(-n4cccn4)c3)C2)c1 (stereo not given)	-13%	13%	-1%	-7%	-9%	-2%	-3%	-5%	0.3
COc1ccc(N(Cc2cc3cc(OC)ccc3[nH]c2=O)C(=O)c2cccc(Cl)c2)cc1	5%	31%	/	-6%	16%	17%	-3%	-3%	0.1
Cc1cccn2c(=O)c3cc(C(=O)NCc4cccnc4)c(=N)n(CC4CCCO4)c3nc12 (stereo not given)	137%[activator]	115%[activator]	59%[activator]	-7%	7%	-3%	39%[activator]	-10%	0.5
CCN(CC)S(=O)(=O)c1ccc(N2CCOCC2)c(NC(=O)c2cccc(C#N)c2)c1	-13%	24%	9%	1%	-15%	-3%	-1%	13%	-0.2
CC(C)CC(=O)Nc1ccc(-c2nc3ccccc3c(=O)o2)cc1	11%	13%	7%	8%	-11%	46%	-2%	-8%	-1.9
CCCN(CCC)CC(C)(C)NS(=O)(=O)c1ccc(Cl)cc1	2%	32%[activator]	18%	?	-8%	-13%	-5%	7%	0.5
Cc1ccccc1OCC(=O)Nc1cccc(N(C)S(C)(=O)=O)c1	-6%	20%	-1%	-11%	-6%	4%	2%	/	0.0
O=[N+]([O-])c1ccc(C=NNc2ccc(S(=O)(=O)O)cc2)cc1	/	?	/	?	-9%	/	/	-4%	/
Brc1cc2c(cc1CN1CCc3ccccc3C1)OCO2	-2%	16%	7%	15%	-1%	5%	-6%	-5%	-0.3
O=C(CNC(=O)C1CCCCC1)OC(C(=O)c1ccccc1)c1ccccc1 (stereo not given)	/	1%	31%[activator]	-1%	9%	/	/	/	0.2&-1.2
CCN1C[C@@H]2[C@@H]3C(=O)N(Cc4ccccc4)C(=O)[C@@H]3[C@](C)(C1=O)N2C(=O)c1ccccc1	/	-21%	/	-1%	8%	/	/	1%	/
Cc1c(C)n(C)c2ccc([N+](=O)[O-])cc12	-20%	33%[activator]	-6%	33%[activator]	-3%	12%	0%	-6%	0.5
CCOC(=O)Cc1csc(NC(=O)CSc2nnnn2-c2ccc(F)cc2)n1	-22%	-15%	11%	-8%[57.4 µM]	-9%	-17%	-2%	/	-0.2
N#CCCN(C(=O)COC(=O)c1ccc2ccccc2n1)c1ccccc1	/	8%	-6%	-13%	-12%	/	/	1%	0.3
Nc1nn(S(=O)(=O)c2ccccc2)cc1-c1cccc([N+](=O)[O-])c1	-16%	2%	26%	-1%	-7%	-30%	3%	-9%	-2.0
Cc1ccc(S(=O)(=O)CCc2nc3ccccc3s2)cc1C	-14%	9%	2%	0%	-17%	1%	-3%	-2%	0.7
CCC(=O)N1CCc2cc(Br)cc(S(=O)(=O)NCCCN(C)Cc3ccccc3)c21	0%	28%	3%[12.4 µM]	-8%	-16%	?	6%	-5%	-0.7
Cc1nc(N)c(C#N)c(-c2cccnc2)c1-c1ccccc1	17%	-4%	44%	0%	-4%	2%	-9%	-9%	0.0
O=C(CN1C(=O)CCC1=O)NCC12CC3CC(CC(C3)C1)C2	?	?	-2%	-3%	0%	12%	3%	-3%	-0.1
Cn1c(C(=O)Nc2ccc3c(c2)OCO3)cc2sccc21	-17%	11%	-2%	?	-6%	-2%	-4%	4%	0.1
S=C(NCCc1ccccn1)NC1CC2CCC1C2 (stereo not given)	-3%	3%	-3%	?	-1%	11%	-5%	-9%	-0.8
Cc1cccc(N2CCN(c3nc4ccccc4c4nc(-c5cccnc5)nn34)CC2)c1C	-1%	37%[activator]	/	-9%	11%	35%[activator]	-4%	-1%	0.1
CCOC(=O)c1c(NC(=O)c2cc(CC)on2)sc(C)c1C	-3%	?	/	-21%	-8%	7%	-4%	6%	1.2

Three entries already listed, sorted by count of non-hydrogen atoms, low to high:
SMILES	Apoferritin bind	Pol iota inh	APE1 inh	ALOX12 inh	POLK inh	Pol beta inh	BLM inh	ERG-DNA inh	TRHR agonist
Nc1nn(S(=O)(=O)c2ccccc2)cc1-c1cccc([N+](=O)[O-])c1	-16%	2%	26%	-1%	-7%	-30%	3%	-9%	-2.0
O=C(CNC(=O)C1CCCCC1)OC(C(=O)c1ccccc1)c1ccccc1 (stereo not given)	/	1%	31%[activator]	-1%	9%	/	/	/	0.2&-1.2
CCC(=O)N1CCc2cc(Br)cc(S(=O)(=O)NCCCN(C)Cc3ccccc3)c21	0%	28%	3%[12.4 µM]	-8%	-16%	?	6%	-5%	-0.7

(list continues)
SMILES	Apoferritin bind	Pol iota inh	APE1 inh	ALOX12 inh	POLK inh	Pol beta inh	BLM inh	ERG-DNA inh	TRHR agonist
CCCCN(c1ccccc1)S(=O)(=O)c1cccc(C(=O)O)c1	-8%	102%[activator]	-13%	0%	-7%	5%	-2%	-4%	0.2
Cc1ccc(CNC(=O)CSCc2nc(-c3cccc(C)c3)oc2C)cc1	-4%	2%	/	-14%	-7%	4%	-5%	5%	0.0
O=c1c2cc(NC(=S)NC3CCN(Cc4ccccc4)CC3)ccc2nc2n1CCCCC2	-14%	76%[activator]	10%	-19%	0%	6%	2%	-4%	0.5
CCc1cc(=O)oc2c3c(cc(OCC(=O)NCc4ccco4)c12)OC(C)(C)CC3	?	21%	20%	/	2%	9%	0%	8%	3.3
Cc1cc(Cl)c2oc(C(=O)NCCC3CCCCO3)c(C)c2c1 (stereo not given)	-17%	38%[activator]	-14%	0%	-2%	35%	-5%	1%	-1.5
O=S(=O)(N1CCOCC1)n1cnc2ccccc21	-16%	46%[activator]	-3%	2%	-5%	0%	0%	1%	0.7
